PPC-1+TRAIL kill: compounds killing PPC-1 cancer cells with TRAIL present (potentiator screen, no TRAIL-free arm) | PPC-1 cells + TRAIL, ATPLite viability luminescence | cell killing (% activity), % at 4 µM | 220,000 compounds, 0.41% hits;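 active = cell killing above 50% in the first pass at 4 µM, then a duplicate retest at 5 µM averaging 50% or more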;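 note: plate controls were cells with TRAIL plus DMSO for no effect and medium-only wells lacking cells for full effect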
MDM2 E3 inh: inhibitors of human Mdm2 E3 ubiquitin ligase | cell-based MDM2 ubiquitination luciferase reporter, 2 h; 0 = plate control, 100 = twice control, blank-subtracted | Q00987 | AID 1230 | signal enhancement, % at 5 µM | 210,000 compounds, 0.11% hits;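 active = signal enhancement of 30% or more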;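 note: luminescence tracks abundance of the self-degrading MDM2-luciferase fusion protein; higher signal means inhibition of MDM2 E3 ligase activity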
Target sequence (Q00987 whole entry, looked up, the tested form may be a part): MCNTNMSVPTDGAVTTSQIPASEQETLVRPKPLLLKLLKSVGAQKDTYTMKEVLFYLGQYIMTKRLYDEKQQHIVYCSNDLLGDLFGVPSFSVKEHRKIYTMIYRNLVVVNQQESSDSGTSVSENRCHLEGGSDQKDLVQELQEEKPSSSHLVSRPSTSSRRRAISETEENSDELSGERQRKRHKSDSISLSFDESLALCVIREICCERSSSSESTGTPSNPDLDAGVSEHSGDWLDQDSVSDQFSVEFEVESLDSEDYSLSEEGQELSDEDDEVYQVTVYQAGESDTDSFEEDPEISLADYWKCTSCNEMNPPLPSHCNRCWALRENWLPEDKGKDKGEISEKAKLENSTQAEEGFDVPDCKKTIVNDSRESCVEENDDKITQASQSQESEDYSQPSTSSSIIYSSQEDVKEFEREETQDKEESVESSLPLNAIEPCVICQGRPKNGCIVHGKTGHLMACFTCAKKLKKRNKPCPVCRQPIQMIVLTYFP
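system = mammalian cells stably expressing self-ubiquitinating, self-degrading MDM2 E3–luciferase fusion | quantity = 2000 cells per well seeded | incubation = 4 h cell settling then 2 h compound exposure, 37 °C | signal = SteadyLite luminescence, 15 min reagent step | benchmarks = plate control and blank wells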
TRPN1 ag: zebrafish TRPN1 (NompC) channel agonism | HEK293 zebrafish TRPN1-YFP, Fluo-8 calcium fluorescence; 100% = response to 87 µM carbachol | activation, % at 3 µM | 220,000 compounds, 0.18% hits;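 active = activation above its plate's cutoff, the mean activation of test wells on that plate plus 3 SD, cut at about 19% in these data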;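 note: 0% = DMSO alone and 100% = 87 µM carbachol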
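Material: zebrafish TRPN1-YFP in HEK293 cells. Doses: one dose of 3 µM, 0.3% DMSO. Incubation: dye 1 h 37 °C plus 30 min RT. Measured by: intracellular calcium fluorescence with Fluo-8.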
CHOP inhibitor: CHOP inhibition in unfolded protein response; CHO-K1 CHOP-promoter luciferase, tunicamycin-induced, 15-18 h; AID 2732; 220,000 compounds, 3.8% hits; inhibition, % at 10 µM;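 active = compounds that reduced the stress-induced luciferase reporter signal by more than about 70% of percent inhibition, limit read from the data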;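 note: 0% = tunicamycin plus vehicle and 100% = wells without tunicamycin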
Runt-SMMHC FRET: blocks binding of human RUNX1 Runt domain to CBFb-SMMHC; Cerulean-Runt/Venus-CBFb-SMMHC FRET ratio 530/480, 1 h; inhibition, % at 20 µM; 220,000 compounds, 0.74% hits; AID 1434;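 active = mean inhibition across duplicate retests at 20 µM reaching about 50%, limit read from the data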;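 note: 0% = DMSO wells and 100% = wells with excess untagged CBFb-SMMHC; inhibitors lower the FRET ratio by blocking Runt binding to CBFb-SMMHC; some results filed as inactive read as strong as hits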
EBV gp42 block: inhibitors of Epstein-Barr virus glycoprotein 42 | Fluorescence polarization binding assay, mP read-out | inhibition, % (tested at 21.74 µM) | 220,000 compounds, 0.42% hits | AID 1085; in the data active = inhibition above about 50%
p47phox inh: inhibitors of human p47phox binding; P14598; p47phox/p22phox peptide binding, fluorescence polarization, 2 h; inhibition, % at 24.7 µM; 220,000 compounds, 0.53% hits;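 active = inhibition above about 30%, limit read from the data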;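 note: 0% = p47phox with labelled peptide and 100% = labelled peptide alone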
Target sequence (P14598 whole entry, looked up): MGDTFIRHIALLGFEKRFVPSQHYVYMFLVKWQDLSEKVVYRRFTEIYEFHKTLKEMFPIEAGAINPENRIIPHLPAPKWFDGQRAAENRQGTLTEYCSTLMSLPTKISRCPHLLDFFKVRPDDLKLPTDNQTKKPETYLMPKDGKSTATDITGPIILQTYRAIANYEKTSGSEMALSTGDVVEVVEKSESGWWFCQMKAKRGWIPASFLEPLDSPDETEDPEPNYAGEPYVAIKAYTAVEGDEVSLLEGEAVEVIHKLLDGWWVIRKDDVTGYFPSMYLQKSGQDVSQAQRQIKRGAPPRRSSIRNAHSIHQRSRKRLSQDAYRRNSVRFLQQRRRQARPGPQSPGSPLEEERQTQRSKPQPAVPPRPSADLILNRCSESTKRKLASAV
TRPML3 ag: activates the human TRPML3 channel. Q8TDD5. HEK293 TRPML3-YFP, Fluo-8 calcium fluorescence; 100% = the carbachol control signal. activation, % at 3 µM. 220,000 compounds, 0.29% hits;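 active = activation above its plate's cutoff, the mean activation of the plate's test wells plus 3 SD, cut at about 12% in these data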;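 note: 0% = DMSO only wells and 100% = carbachol wells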
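Material: HEK293 cells stably carrying human TRPML3-YFP; compound dosing: single dose, 3 µM final nominal compound, 0.3% DMSO final; incubation: 1-h 37 °C dye load, 5-s basal, 120-s post-compound reads; technique: Fluo-8 intracellular calcium fluorescence, excitation 470-495 nm, emission 515-575 nm; read-out basis: percent activation from peak-to-basal fluorescence ratio, scaled between DMSO and carbachol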
TNF death inh: inhibitors of TNF-alpha induced necroptosis in Jurkat FADD-/- cells | activation (protection from cell death), % at 10 µM | 220,000 compounds, 0.068% hits | Jurkat FADD-/- TNF necroptosis rescue, ATP luminescence, 24 h; 0 = TNF only, 100 = no-TNF cells;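 active = activation, meaning protection from cell death, of at least 50% relative to plate controls; inactive = activation below 50%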;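 note: necroptosis triggered by 40 ng/mL TNF-alpha added together with compound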
Active calls of the source: *; · = no result given; & = joins results of further samples. No enrichment for hits; overall some 5.9% were active at least once.

Every second line gives: PPC-1+TRAIL kill, MDM2 E3 inh, TRPN1 ag, CHOP inhibitor, Runt-SMMHC FRET, EBV gp42 block, p47phox inh, TRPML3 ag, TNF death inh
- N=c1c[n+](N2CCOCC2)[n-]o1
    14, ·, -0.8, 9&7, 7, -10, -9, 0.4, 0.4
- CSCC(=O)NS(=O)(=O)c1ccc(C)cc1
    44, ·, 1.0, -6, 3, -1, -4, 0.7, -1.3
- O=C(CSc1nc(-c2ccco2)cc(C(F)(F)F)n1)N1CCSCC1
    -2, -6, 0.3, 27, 2, -8, -6, 0.6, 0.0
- c1ccc(-c2noc(CSc3nnnn3C3CCCCC3)n2)cc1
    15, -9, 0.5, 46, 1, -18, -30, 0.1, 0.0
- COc1ccc(CCNC2CC(=O)N(N(C)C)C2=O)cc1OC (configuration not stated)
    8, -2, 0.7, 8, -1, -5, -3, 0.8, 1.7
- CN(C)S(=O)(=O)c1cccc(NC(=O)c2ccc(N3CCOCC3)c([N+](=O)[O-])c2)c1
    19, -4, 4.2, -8, -3, -13, -8, 1.6, -7.1
- Cc1ccc(S(=O)(=O)NC(=O)c2cc(C)n(CCCn3ccnc3)c2C)cc1
    4, -5, 1.6, 42, 3, -17, -8, 0.6, 0.9
- Cc1occc1-c1nnc(SCC(=O)N2CCOCC2)n1CC(C)C
    22, -6, -0.2, -7, 1, 5, -18, 1.0, -0.7
- CCC(Sc1ccc2nnc(-c3ccc(OC)c(OC)c3)n2n1)C(=O)O (configuration not stated)
    1, -10, 1.4, 27, -3, -18, -1, 0.3, 0.5
- CCc1cccc(NC(=O)CN2C(=O)NC3(CCCCCCC3)C2=O)c1
    22, -16, 2.4, 18, -3, -12, -3, 1.0, 1.5
- Cc1nc2ccccc2c(=O)n1NC(=O)c1ccc([N+](=O)[O-])cc1
    8, 7, 0.3, 5, -1, -1, 3, -0.3, 0.1
- Cc1cc(C)n(S(=O)(=O)c2ccc(Cl)c(Cl)c2Cl)n1
    18, -1, -1.1, 33, 0, 3, 3, 0.6, -0.9
- COc1ccc(Cc2nnc(N/N=C(\C)c3ccccc3)[nH]c2=O)cc1OC
    4, -12, -2.7, 13, -2, -12, -1, -0.2, -0.9
- O=C(O)c1cc(Br)ccc1NN=C1CCCCC1
    16, -7, -0.3, 21, 1, 1, -6, 0.8, 1.3
- O=C(COC(=O)Cc1ccc(Cl)cc1Cl)NCCC1=CCCCC1
    -4, -11, -1.6, 54, -5, -15, -4, -0.6, 0.3
- O=C(N/N=C/c1c(O)n(-c2ccc(Cl)cn2)c(=O)c2ccccc12)C1CC1
    7, -13, -0.1, 25, -65, -32, -27, 1.0, -0.5
- Cc1noc(C)c1-c1nc(CS(=O)(=O)c2ccc(F)cc2)no1
    13, -17, -2.1, 5, -1, -8, -11, 0.1, -0.5
- COc1ccc(C(=O)NCc2nnc(SCC(=O)Nc3ccccc3OC)n2C)cc1
    20, -6, 0.1, 11, 2, -11, -4, 0.1, 1.9
- O=C(NCc1ccccc1)c1cc2nc(C3CC3)cc(C(F)(F)F)n2n1
    4, ·, 0.6, 34, 0, -10, -8, -0.3, -0.2
- O=C(NC1CC1)c1ccc2c3c(cccc13)CC2
    29, -7, -0.9, 13, 1, -2, -13, 0.7, 2.1

Later entries:
structure	PPC-1+TRAIL kill	MDM2 E3 inh	TRPN1 ag	CHOP inhibitor	Runt-SMMHC FRET	EBV gp42 block	p47phox inh	TRPML3 ag	TNF death inh
CCC(C(=O)Nc1ccc(C)cc1)c1ccccc1 (configuration not stated)	1	2	1.0	9	2	8	7	1.4	-0.3
CCOc1ccc(NC(=O)c2ccc(NC(=O)Cc3n[nH]c(=O)c4ccccc34)cc2)cc1	16	-10	1.2	-1	-3	-5	-16	0.9	-4.7
Cc1ccc(C(=O)OCc2nnc(-c3ccccc3)o2)o1	11	1	-0.5	22	-4	2	17	0.5	-0.1
Cc1nc(NC(C)C)c2oc3ccccc3c2n1	0	-18	1.6	65	-4	2	0	0.4	-0.5
NC1=NC(=O)/C(=C\c2cc([N+](=O)[O-])ccc2Cl)S1	-24	-3	0.5	-20	0	1	7	1.0	-0.5
CC1CCCN(c2ccc(C(=O)Nc3cccnc3)cc2[N+](=O)[O-])C1 (configuration not stated)	8	-11	1.6	12	0	6	5	0.9	3.4
COc1ccc(NS(=O)(=O)c2ccc(NC(=S)NC(=O)C(C)C)cc2)cc1	14	-11	12	32	0	2	-16	6.5	-2.4
CC(=O)Nc1ccc(S(=O)(=O)N2CCN(C3CCCCCCC3)CC2)cc1	18	-1	1.6	21	1	0	0	0.7	-0.1
O=C(CCCCC(=O)N1CCOCCOCCOCC1)OCc1ccccc1	18	-5	1.0	-6	1	-13	-15	0.3	-0.2
CC(C)C(C)NC(=O)COc1ccc(Sc2ccc(OCC(=O)NC(C)C(C)C)cc2)cc1 (configuration not stated)	8	-5	2.6	59	-11	-12	-2	0.7	-1.5
CC1=NOC(=O)/C1=C\c1ccc(-c2cccc(Cl)c2)o1	27	-19	1.0	102*	55*	-21	-41	0.8	-1.7
COc1cnc(N(C)C)nc1Sc1cccc(Cl)c1	7	-9	-0.7	-1	2	-6	-6	0.2	-1.2
CCCCCOc1ccc(NS(C)(=O)=O)cc1	15	0	-0.7	-1	1	-7	-7	-0.6	-1.9
CCOc1ccc(C2CC(c3c(O)c4ccccc4oc3=O)=NN2c2ccccc2)cc1OC (configuration not stated)	·	-8	2.5	6	-19	141*	-14	1.6	0.1
O=C(NC1CCCCCCC1)C1CCN(S(=O)(=O)N2CCC3(CC2)OCCO3)CC1	2	-4	1.2	0	-4	-18	-12	1.3	-2.4
CCn1c(CN2CCN(Cc3ccc(C)cc3)C(CCO)C2)nc2ccccc21 (configuration not stated)	0	-66	1.2	8	0	-9	-7	1.0	4.2
COc1cc(-c2nc3ccc4ccccc4c3c3c2CCC3)cc(OC)c1O	6	-6	-1.5	102*	7	12	-3	1.9	2.0
O=C(COc1ccc(Cl)cc1Cl)Nc1ccc2nc3n(c(=O)c2c1)CCCC3	7	0	1.2	29	0	-10	-20	0.6	-1.0
COc1ccc2c(c1)cc(C(=O)O)n2C	2	4	1.6	-12	-1	-15	-5	0.7	-0.3
COC(=O)C1=C(C)NC(=S)NC1c1ccco1 (configuration not stated)	0	-2	1.4	-13	-3	-22	-8	0.6	0.7
Cc1cccc(Nc2nc(N)nc(CCl)n2)c1C	39	-9	-1.0	-58	-3	-18	-17	0.2	-26
Fc1ccc(NC(=S)Nc2cccnc2)cc1	26	-2	1.9	2	2	-11	-1	0.4	-1.6
CCOC(=O)c1ccc(N2C(=O)C3CC=CCC3C2=O)cc1 (configuration not stated)	20	5	0.4	-8	3	1	16	0.3	-1.6
CC(=NCCN1CCNCC1)C1=C(O)CC(C)(C)CC1=O	5	-18	1.6	55	-1	-4	-14	-0.2	0.4
COc1cccc(N2CCN(C3CC(=O)N(c4ccc(Cl)cc4)C3=O)CC2)c1 (configuration not stated)	29	5	1.3	29	3	-16	-13	1.6	-11
O=C(OCC(=O)N1CCN(C(=O)c2ccco2)CC1)c1cc(-c2ccc(Cl)c(Cl)c2Cl)nc2ccccc12	19	-6	-0.9	14	-7	-14	37*	0.5	-3.6
CCCNC(=O)C(Cc1ccccc1)NS(=O)(=O)c1ccc2c(c1)CCC(=O)N2 (configuration not stated)	15	-7	1.1	-11	-3	-6	9	0.7	-0.1
Cc1nn(-c2ccccc2)c(N)c1N=Nc1cccc(S(=O)(=O)N2CCOCC2)c1	7	-8	0.8	19	-10	2	-7	-0.2	-7.0
O=C(Cn1c(NCCO)nc2ccccc21)NCC(F)(F)F	9	·	1.6	-2	1	-6	-6	0.9	0.1
C=CCOc1ccc(C2C(C#N)=C(N)N(Nc3ccccc3)C3=C2C(=O)CCC3)cc1OC (configuration not stated)	-27	-14	-0.7	0	104*	-4	-13	0.4	-5.3

3 records drawn at random from the list so far:
structure	PPC-1+TRAIL kill	MDM2 E3 inh	TRPN1 ag	CHOP inhibitor	Runt-SMMHC FRET	EBV gp42 block	p47phox inh	TRPML3 ag	TNF death inh
COC(=O)C1=C(C)NC(=S)NC1c1ccco1 (configuration not stated)	0	-2	1.4	-13	-3	-22	-8	0.6	0.7
CC(C)C(C)NC(=O)COc1ccc(Sc2ccc(OCC(=O)NC(C)C(C)C)cc2)cc1 (configuration not stated)	8	-5	2.6	59	-11	-12	-2	0.7	-1.5
CCCCCOc1ccc(NS(C)(=O)=O)cc1	15	0	-0.7	-1	1	-7	-7	-0.6	-1.9

(continued)
structure	PPC-1+TRAIL kill	MDM2 E3 inh	TRPN1 ag	CHOP inhibitor	Runt-SMMHC FRET	EBV gp42 block	p47phox inh	TRPML3 ag	TNF death inh
CN(C(=O)c1ccc2c(c1)SC1=NS(=O)(=O)CCN12)C(c1ccccc1)c1ccccc1	2	-8	0.0	54	2	-42	-10	-0.1	-2.4
O=C(c1ccco1)N1CCN(C(c2ccccc2Cl)c2nnnn2Cc2cccs2)CC1 (configuration not stated)	18	-12	1.8	-17	0	-20	-12	0.3	-18
C=CCNc1cnn(-c2ccc(C)cc2)c(=O)c1Sc1ccc(C)cc1	10	1	-2.6	1	-1	-3	-6	0.0	1.5
CCS(=O)(=O)Nc1cc(OC)c(OC)cc1Cc1nccc2cc(OC)c(OC)cc12	14	·	1.4	-2	2	-1	1	0.1	1.9
C/C(=N/NC(=O)CN1CCN(S(=O)(=O)c2ccc(C)cc2)CC1)c1cccc(O)c1	-4	0	0.6	5	6	-17	-9	0.9	-3.0
Cn1c(=O)c2c(nc(CN3CCN(c4ccc(F)cc4)CC3)n2Cc2ccccc2F)n(C)c1=O	33	6	1.2	-3	-7	-16	-13	0.3	-1.5
CCCCCNC(=O)N[C@H](C(=O)O)C(C)C	19	-5	-0.8	-10	-1	-14	-2	1.6	1.7

High-throughput results: PubChem BioAssay, several laboratories
